Screens as filed in PubChem.
Jurkat NFkB inh: inhibitors of induced NF-kB luciferase reporter, primary screen, TCR NF-kB activation inhibitor project, cell-based, luminescence, uHTS; Jurkat, PMA/ionomycin-induced NF-kB luciferase reporter; inhibition, % at 4 µM; hit rate 0.53% among 330,000; in the data active = inhibition above about 50%
697 NFkB inh: inhibitors of PMA/ionomycin-induced NF-kB reporter, 697 cells, primary screen, B-cell NF-kB inhibitor project, cell-based, luminescence, uHTS; hit rate 0.33% among 330,000; inhibition, % at 4 µM; 697 B-cell NF-kB luciferase reporter, 16 h; in the data active = inhibition above about 35%
CCR6 antagonist: CCR6 receptor antagonists, primary screen, cell-based, CHO-K1, luminescence, beta-arrestin, uHTS. CHO-K1 CCR6 PathHunter beta-arrestin, CCL20-stimulated. inhibition, % at 20 µM. hit rate 0.49% among 340,000. AID 493098, 2011;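 active = compounds whose inhibition of the agonist-driven luminescence signal at 20 µM reaches about 50%, limit read from the data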;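 note: cells stimulated with CCL20 at 14 nM final; plate controls were DMSO with CCL20 for no effect and DMSO without agonist for full effect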
Target sequence (P51684 whole entry, looked up): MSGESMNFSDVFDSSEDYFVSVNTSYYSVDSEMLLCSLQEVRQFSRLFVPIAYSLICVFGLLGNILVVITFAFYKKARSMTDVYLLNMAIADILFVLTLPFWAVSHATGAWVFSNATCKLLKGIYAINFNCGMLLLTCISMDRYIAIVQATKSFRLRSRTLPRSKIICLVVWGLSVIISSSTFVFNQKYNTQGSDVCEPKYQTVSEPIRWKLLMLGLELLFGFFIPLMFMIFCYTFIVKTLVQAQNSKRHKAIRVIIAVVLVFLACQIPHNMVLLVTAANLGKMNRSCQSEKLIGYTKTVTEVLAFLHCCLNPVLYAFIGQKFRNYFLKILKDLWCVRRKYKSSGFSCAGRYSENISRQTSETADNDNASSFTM
CXCR6 block: CXCR6 receptor inhibitors, primary screen, cell-based, beta-arrestin, luminescence, CHO-K1 PathHunter, 1536-well; C-X-C chemokine receptor type 6 (Homo sapiens), O00574; inhibition, % at 20 µM; hit rate 0.36% among 360,000; AID 602244, 2012; in the data active = inhibition above about 34%, passing the limit was not always enough;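 note: antagonist mode with CXCL16 agonist at 10 nM final; 0% = 10 nM CXCL16 with DMSO and 100% = unstimulated wells without agonist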
Target sequence (O00574 whole entry, looked up): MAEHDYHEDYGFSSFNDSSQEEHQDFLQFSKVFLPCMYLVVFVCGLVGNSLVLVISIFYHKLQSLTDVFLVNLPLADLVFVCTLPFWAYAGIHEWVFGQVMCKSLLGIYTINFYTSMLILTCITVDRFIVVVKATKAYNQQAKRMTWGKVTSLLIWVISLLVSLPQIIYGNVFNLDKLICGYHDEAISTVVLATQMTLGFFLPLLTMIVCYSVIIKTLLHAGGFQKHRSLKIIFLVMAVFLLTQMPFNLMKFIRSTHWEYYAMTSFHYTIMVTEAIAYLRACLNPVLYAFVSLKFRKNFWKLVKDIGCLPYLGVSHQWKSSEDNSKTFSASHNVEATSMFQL
EBI2 block: EBI2 receptor antagonists, beta-arrestin recruitment, primary screen, cell-based, luminescence, 7a,25-OHC stimulation, uHTS. 7a,25-OHC stimulated. AID 651636, 2012. hit rate 0.81% among 360,000. G-protein coupled receptor 183 (Homo sapiens), P32249. inhibition, % at 5 µM; in the data active = inhibition above about 38%;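 note: enzyme fragment complementation signal reports receptor beta-arrestin coupling in cells; 0% = agonist plus DMSO wells and 100% = wells without agonist; some results beyond the cut were filed as inactive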
Mdm2-MdmX inh: inhibitors of human Mdm2-MdmX association, primary screen, cell-based, luminescence, split luciferase, SaOS-2, uHTS; inhibition, % at 8 µM; SaOS-2 split-luciferase Mdm2/MdmX complementation; hit rate 3% among 330,000; AID 485346, 2010; Protein Mdm4 (Homo sapiens) + E3 ubiquitin-protein ligase Mdm2 (Homo sapiens), …;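 active = inhibition of at least 50% at 8 µM in the primary screen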
Gli-Sufu block: Gli-Sufu pathway antagonists, primary screen, luciferase luminescence, Sufu-KO-LIGHT cells, uHTS; Sufu-KO-LIGHT fibroblasts, Gli luciferase reporter luminescence; inhibition, % at 5 µM; hit rate 0.74% among 340,000;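 active = inhibition above about 55%, limit read from the data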;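 note: 0% = DMSO-treated cells and 100% = wells with medium but no cells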
UPR XBP1 act: activators of adaptive XBP1 UPR arm, primary screen, cell-based, CHO-XBP1 luciferase reporter, luminescence, uHTS; hit rate 0.33% among 330,000; activation, % at 20 µM; IRE1-XBP1 UPR activation; percent of tunicamycin response, DMSO as zero;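 active = versus positive control, 20 µM dose yields 30% or more activation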;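 note: 100% = tunicamycin at 10 µg/mL and 0% = DMSO only wells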
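Material: IRE1-XBP1 luciferase reporter CHO line / Quantity: one thousand reporter cells per well / Buffer or medium: F12 with 10% serum / Compound: 20 µM single concentration, DMSO 1% / Times: 6 h treatment, 37 °C / Detection: Steady-Glo luciferase glow luminescence, 10 min after reagent addition / Benchmarks: tunicamycin high, DMSO low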
UPR CHOP act: activators of apoptotic CHOP UPR arm, primary screen, cell-based, CHO-CHOP luciferase reporter, luminescence, uHTS. UPR activation; percent of tunicamycin response over DMSO baseline. activation, % at 10 µM. hit rate 0.34% among 330,000. AID 449763, 2010;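 active = at 10 µM dose, activation of 40% or more, normalized to positive control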;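 note: 100% = tunicamycin at 10 µg/mL and 0% = DMSO alone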
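Dosing – one dose, 10 µM in 0.5% DMSO · System – CHO-CHOP cells, stable luciferase reporter of PERK-eIF2a-CHOP signalling · Input – 500 cells/well · Control set – tunicamycin 10 µg/mL final as positive, DMSO-only wells as negative · Timing – 6 h compound treatment, 37 °C · Measure – % activation vs tunicamycin · Technique – luminescence read with Steady-Glo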
* marks the source's active call; other numbers are inactive results; . = not tested or not shown.

Every second line gives: CXCR6 block	Mdm2-MdmX inh	CCR6 antagonist	EBI2 block	UPR XBP1 act	Gli-Sufu block	Jurkat NFkB inh	697 NFkB inh	UPR CHOP act
Cc1nc(CSc2n[nH]c(=O)n2-c2ccccc2)cs1
  0	3	4	-4	-4	-5	-14	3	1.7
COc1cccc(/C=N/NC(=O)CNC(=O)c2cccnc2)c1O
  4	41	3	-9	2	-12	19	9	0.0
Cc1cc(OCC(=O)Nc2ccc(S(=O)(=O)N3CCN(C)CC3)cc2)ccc1Cl
  2	4	0	25	-4	-3	-2	13	1.3
Cc1nc(SCC(=O)NC2CCCC2)[nH]c(=O)c1C
  2	7	6	5	0	26	-5	20	1.1
O=c1c(Cc2c(F)cccc2Cl)c(O)ccn1Cc1ccc(F)cc1
  -4	9	8	-2	1	2	11	3	2.1
CCS(=O)(=O)N1CCC(C(=O)N2CCN(c3ccccc3)CC2)CC1
  -6	23	0	-10	-4	4	3	5	1.1
CCc1nnc(NC(=S)Nc2ccccc2)s1
  6	-32	5	-10	2	-31	-16	-58	5.4
COc1ccc(NC(=O)c2cc(S(=O)(=O)N3CCCC3)c[nH]2)cc1
  -3	18	8	3	-1	8	-18	14	0.7
O=C(/C=C/c1cccs1)N1CCCCC1
  -14	-18	-1	6	1	-39	-9	-9	4.4
CC(=O)N1CCN(c2ccccc2NC(=O)c2cccc3c(Cl)cccc23)CC1
  1	21	2	1	4	-1	-17	0	3.0
CCn1c(=O)c(C(=O)NCCCO)c(O)c2ccccc21
  -4	79*	8	6	11	28	0	9	1.8
COc1ccc(NC(=O)C2C3C=CC4(O3)C2C(=O)N(CCN2CCCCC2)C4C(=O)NC2CCCC(C)C2C)cc1 (stereo not drawn)
  -1	10	19	-1	0	-2	-10	-15	-1.1
Cc1cc(OCC(=O)NC(C)(C)C)ccc1Cl
  -1	-34	-6	-2	-3	-34	-29	-23	4.9
COc1ccc(CCNC(=O)c2c([S-])n(-c3ccc(C)cc3)c3cccc[n+]23)cc1
  5	23	11	5	4	-26	3	5	2.9
COc1ccccc1NC(=O)c1c(N=Cc2c(O)ccc3ccccc23)cnn1C
  9	52*	24	-7	13	-10	24	-61	-0.4
O=C(Nc1cccc(NC(=O)c2ccc(Br)o2)c1)c1ccccc1
  4	22	33	4	-2	15	3	-1	-2.4
Cn1c(C(=O)NCCCN2CCN(c3ccccc3F)CC2)cc2c(=O)[nH]c3ccccc3c21
  6	37	6	5	1	7	-1	21	0.9
Cc1cc(OCC(=O)N2CCC(C(N)=O)CC2)c2c(C)cc(=O)oc2c1
  3	-11	-1	-2	1	4	-15	-4	-1.2
CCC1CN(C(=O)Nc2cccc(C)c2)c2cc(C)ccc2O1 (stereo not drawn)
  2	8	11	1	-2	-5	-5	4	0.6
Cc1cccc(-c2nc(CN3CCCC(C(=O)NC4CCCCC4)C3)c(C)o2)c1 (stereo not drawn)
  -4	24	-22	2	-3	9	5	-6	0.2
CCCCN1CC(COc2ccccc2)Oc2cccc(F)c2S1(=O)=O (stereo not drawn)
  2	.	21	1	.	6	.	.	.
CCOC(=O)/C(C#N)=C/c1cc2ccc(C)cc2nc1Cl
  -6	23	-7	-2	0	-1	-4	13	1.4
COc1ccc(C(=O)Nc2cccc(OC(=O)c3ccc(C)c(C)c3)c2)cc1
  -1	-13	23	21	0	-31	-65	-6	3.0
COc1cc(/C=C2\SC(=S)N(Nc3ncc(C(F)(F)F)cc3Cl)C2=O)cc(OC)c1OC
  13	1	17	28	-1	9	-10	22	-0.6
CC1CCCC(C)N1NC(=S)Nc1ccc(OC(F)F)cc1 (stereo not drawn)
  -3	0	1	2	-2	-1	3	-6	-0.4
CCOc1ccc(S(=O)(=O)N2CCN(C3CC(=O)N(c4cccc(C(C)=O)c4)C3=O)CC2)cc1 (stereo not drawn)
  2	.	12	-2	.	-4	.	.	.
COc1ccc(OC)c(/C=N\NC(=O)CC(=O)NCCc2ccccc2)c1
  5	-23	10	-3	0	3	-19	1	-2.1
O=C(c1ccc(N2CCOCC2)c([N+](=O)[O-])c1)N1CCCCC1
  -4	22	4	-26	-5	3	17	3	0.7
O=C(c1cc(-c2ccncc2)nc2ccccc12)N1CCN(c2ccccc2O)CC1
  -11	24	2	-4	0	2	6	8	0.6
COc1cc(/C=C2/C(=O)ON=C2c2ccccc2)ccc1O
  33	14	55*	-5	8	1	-10	10	21

Some entries already given, showing only Jurkat NFkB inh, CCR6 antagonist and EBI2 block:
| molecule | Jurkat NFkB inh | CCR6 antagonist | EBI2 block |
| --- | --- | --- | --- |
| CCC1CN(C(=O)Nc2cccc(C)c2)c2cc(C)ccc2O1 (stereo not drawn) | -5 | 11 | 1 |
| Cc1cccc(-c2nc(CN3CCCC(C(=O)NC4CCCCC4)C3)c(C)o2)c1 (stereo not drawn) | 5 | -22 | 2 |
| CCCCN1CC(COc2ccccc2)Oc2cccc(F)c2S1(=O)=O (stereo not drawn) | . | 21 | 1 |
| CCOC(=O)/C(C#N)=C/c1cc2ccc(C)cc2nc1Cl | -4 | -7 | -2 |
| COc1ccc(C(=O)Nc2cccc(OC(=O)c3ccc(C)c(C)c3)c2)cc1 | -65 | 23 | 21 |
| COc1cc(/C=C2\SC(=S)N(Nc3ncc(C(F)(F)F)cc3Cl)C2=O)cc(OC)c1OC | -10 | 17 | 28 |
| CC1CCCC(C)N1NC(=S)Nc1ccc(OC(F)F)cc1 (stereo not drawn) | 3 | 1 | 2 |

Molecules above that have two or more sulfur atoms, in the order listed:
Every second line gives: CXCR6 block	Mdm2-MdmX inh	CCR6 antagonist	EBI2 block	UPR XBP1 act	Gli-Sufu block	Jurkat NFkB inh	697 NFkB inh	UPR CHOP act
Cc1nc(CSc2n[nH]c(=O)n2-c2ccccc2)cs1
  0	3	4	-4	-4	-5	-14	3	1.7
CCc1nnc(NC(=S)Nc2ccccc2)s1
  6	-32	5	-10	2	-31	-16	-58	5.4
COc1cc(/C=C2\SC(=S)N(Nc3ncc(C(F)(F)F)cc3Cl)C2=O)cc(OC)c1OC
  13	1	17	28	-1	9	-10	22	-0.6

The list continues:
Every second line gives: CXCR6 block	Mdm2-MdmX inh	CCR6 antagonist	EBI2 block	UPR XBP1 act	Gli-Sufu block	Jurkat NFkB inh	697 NFkB inh	UPR CHOP act
CCCn1c(SCC(=O)NCc2ccc(F)cc2)n[nH]c1=O
  1	11	5	-9	-2	-1	-8	15	0.7
NS(=O)(=O)c1ccc(CCNc2nc(C(F)(F)F)nc3ccccc23)cc1
  0	12	10	12	2	7	-27	-26	-1.6
O=C(CCC(=O)N1CCOc2ccc(Cl)cc21)NCCCN1CCN(Cc2ccccc2)CC1
  1	-11	19	1	0	15	13	-9	1.5
CCS(=O)(=O)N1CCN(C2CCC(C)CC2)CC1 (stereo not drawn)
  4	-13	2	-5	-4	49	18	7	1.4
c1ccc(CCn2nnc3ccccc32)cc1
  5	-18	2	1	0	-59	-86	-120	2.7
CCC(=O)c1coc2ccc(O)cc12
  -10	22	-9	-14	0	0	-13	8	-5.8
CCCCN(CC)CCCNC(=S)Nc1ccc2nc(N3CCN(CC)CC3)cc(C)c2c1
  -2	45	14	-4	-1	-2	-41	7	2.2
O=C1CC(c2ccccc2)Oc2ccc(Cl)cc21 (stereo not drawn)
  -3	.	24	7	.	-11	.	.	.
COc1ccccc1N1CCN(C(=O)c2c(-c3c(F)cccc3Cl)noc2C)CC1
  5	-1	13	-4	-1	-15	23	2	-0.3
CCOC(=O)Cn1c(=O)oc2cc(S(=O)(=O)Nc3cc(Cl)ccc3OC)ccc21
  0	3	-11	-10	-2	3	10	10	-1.6
C/C(=N\OC(=O)c1ccc(Br)cc1)c1ccccn1
  -5	-15	7	-4	1	5	-9	7	3.7
C[C@@H](C(=O)OCn1nnc2ccccc2c1=O)N1C(=O)C2CCCCC2C1=O (stereo partly drawn)
  -1	-10	10	3	3	-3	12	13	0.6
Cc1cc(Br)ccc1N=C1NC(=O)CS1
  -7	-4	12	-7	-7	1	5	-5	0.0
COc1ccc(CNC(=O)C(NS(=O)(=O)c2cccc3nsnc23)C(C)C)cc1 (stereo not drawn)
  0	-13	15	0	-3	-10	20	-3	1.2
CCCN1C(=O)C(O)(C2COC(C)(C)CC2=O)c2ccccc21 (stereo not drawn)
  0	-3	-2	-1	0	-4	-12	16	1.4
Cn1c(=O)c(=O)n(C)c2cc(S(=O)(=O)N3CCCC3C(=O)NCc3cccs3)ccc21 (stereo not drawn)
  -2	-7	1	2	-3	-1	-1	8	-1.0
Cc1ccccc1C(=O)Nc1nnc(-c2ccco2)s1
  2	-39	2	-20	2	-55	-18	-167	-1.6
CCc1cccc(OCC(=O)Nc2c[nH]c(=O)[nH]c2=O)c1
  2	2	4	-11	1	14	9	1	-1.2
O=S(=O)(CC12C3C4C5C1C2C(Br)(C43)C51OCCO1)c1ccccc1 (stereo not drawn)
  -2	11	-5	-5	0	4	11	4	0.2
O=C(O)CC/C(=N\NC(=O)CNC(=O)c1cccc(Cl)c1)c1ccccc1
  5	-28	17	8	-2	22	-22	-5	-1.1
C[C@H](CO)N1C[C@H](C)[C@@H](CN(C)S(=O)(=O)c2cccs2)Oc2ccc(NS(=O)(=O)c3ccccc3)cc2C1=O
  0	6	15	4	-3	-14	-1	13	1.3
COc1ccc([N+](=O)[O-])cc1NC(=O)Nc1ccccc1
  5	28	13	-7	2	2	4	22	1.4
